Screening results: PubChem, The Scripps Research Institute Molecular Screening Center
M1 PAM = positive allosteric modulators of human M1 muscarinic receptor. CHO-K1 hM1, Fluo-8 calcium fluorescence, ACh EC20; 0% = ACh EC20, 100% = maximal ACh. activation, % at 3 µM. hit rate 0.088% among 360,000; in the data active = activation above about 19%, passing the limit was not always enough
Target sequence (P11229 whole entry, looked up): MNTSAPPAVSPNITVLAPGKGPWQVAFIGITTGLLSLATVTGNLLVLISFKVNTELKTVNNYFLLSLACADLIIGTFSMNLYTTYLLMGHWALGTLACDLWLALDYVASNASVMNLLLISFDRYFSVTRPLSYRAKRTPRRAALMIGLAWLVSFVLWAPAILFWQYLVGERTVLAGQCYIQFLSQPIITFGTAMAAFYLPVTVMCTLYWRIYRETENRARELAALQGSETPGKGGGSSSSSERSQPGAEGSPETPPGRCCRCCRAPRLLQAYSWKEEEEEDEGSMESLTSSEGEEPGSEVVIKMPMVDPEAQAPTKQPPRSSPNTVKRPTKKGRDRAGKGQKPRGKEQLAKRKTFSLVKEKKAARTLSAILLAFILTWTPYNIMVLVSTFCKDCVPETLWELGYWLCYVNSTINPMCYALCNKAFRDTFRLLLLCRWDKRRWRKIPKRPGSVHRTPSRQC
CHRM1 agonist = human M1 muscarinic receptor agonism | P11229 | hit rate 0.33% among 360,000 | activation, % at 3 µM | CHO-K1 hM1, Fluo-8 calcium fluorescence, agonist mode; 0% DMSO, 100% acetylcholine EC100;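 active = activation above the run's mean compound activation plus 3 SD, cut at about 16% in these data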;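 note: peak over basal fluorescence ratio within a 140 s kinetic read after compound addition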
CHO-K1 Ca ag = M1 agonist counterscreen hit in parental CHO-K1 cells | activation, % at 3 µM | Fluo-8 calcium fluorescence; scaled to maximal ATP response, vehicle zero | hit rate 0.48% among 360,000; in the data active = activation above about 15%;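 note: untransfected CHO-K1 host cells lacking M1 receptor as counterscreen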
CHO-K1 Ca antag = nonselective inhibitor or artifact in parental CHO-K1 cells | ATP-induced calcium, Fluo-8 fluorescence | inhibition, % at 3 µM | hit rate 0.6% among 360,000;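 active = inhibition above a per-plate cutoff, the plate's mean sample inhibition plus 3 SD, cut at about 24% in these data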;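 note: 0% = DMSO plus EC80 ATP and 100% = DMSO alone without ATP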
M1 PAM parental = M1 PAM counterscreen hit in parental CHO-K1 cells; ATP EC20, Fluo-8 calcium fluorescence; 0% at ATP EC20, 100% at ATP max; activation, % at 3 µM; hit rate 0.02% among 360,000; AID 602247;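 active = activation above the run cutoff, the mean activation of all test compounds plus 3 SD, cut at about 40% in these data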;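 note: peak over basal fluorescence ratio in a 140 s read after ATP addition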
TAAR1 antag = human TAAR1 antagonism; CHO RD-HGA16 TAAR1, Fluo-8 calcium fluorescence, antagonist; hit rate 1.5% among 360,000; inhibition, % at 3 µM; Q96RJ0;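 active = inhibition above a per-plate cutoff, the mean inhibition of test compounds on that plate plus 3 SD, cut at about 49% in these data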;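 note: 0% = DMSO plus EC80 beta-PEA response and 100% = DMSO alone without agonist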
Target sequence (Q96RJ0 whole entry, looked up): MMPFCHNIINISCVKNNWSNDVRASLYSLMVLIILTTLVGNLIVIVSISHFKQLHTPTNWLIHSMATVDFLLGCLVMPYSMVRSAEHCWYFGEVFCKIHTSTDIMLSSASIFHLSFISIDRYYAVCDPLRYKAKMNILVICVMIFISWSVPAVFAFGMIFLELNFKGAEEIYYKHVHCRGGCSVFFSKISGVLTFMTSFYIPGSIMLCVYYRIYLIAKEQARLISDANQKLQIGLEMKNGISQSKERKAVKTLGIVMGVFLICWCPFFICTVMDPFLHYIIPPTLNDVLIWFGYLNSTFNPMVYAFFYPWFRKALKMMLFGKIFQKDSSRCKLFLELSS
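System: CHO RD-HGA16 cells bearing hTAAR1. Reagent: EC80 β-phenethylamine stimulus. Schedule: seeding 17-24 h prior, 75-min 37 °C, 30-min RT dye loading. Signal: Fluo-8 intracellular calcium dye fluorescence, real-time kinetic reads. Read-out: % inhibition from peak post-agonist over basal fluorescence ratio. Benchmarks: vehicle wells and EC80 agonist wells. Replicates: n of 1.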
CHO parental Ca = counter-screen for OX1R antagonists: effect in parental CHO cells. parental CHO-K1, ATP-induced calcium, Fluo-8 fluorescence. inhibition, % at 5.6 µM. hit rate 0.63% among 330,000;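 active = inhibition above that plate's mean sample inhibition plus 3 SD, cut at about 26% in these data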;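 note: 0% = ATP-challenged DMSO wells and 100% = DMSO wells without ATP; some compounds past the cut are filed as inactive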
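Material: Parental CHO cells | Reagent: ATP | Compound dosing: Single nominal dose of 5.6 µM per compound | Detection: Intracellular calcium via Fluo-8 no-wash fluorescent dye | Read-out: % inhibition of ATP-induced calcium mobilization | Benchmarks: Low control ATP plus DMSO, high control DMSO only | Replicates: Singlicate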
CHRM1 antagonist = human CHRM1 antagonism; P11229; CHO-K1 hM1, Fluo-8 calcium fluorescence, ACh EC80 antagonist; inhibition, % at 3 µM; hit rate 1.3% among 360,000; AID 588852;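 active = percent inhibition above its own plate's cutoff, namely the mean of that plate's compound wells plus 3 SD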;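 note: peak over basal fluorescence ratio during 140 s after agonist addition; 0% = ACh EC80 plus DMSO and 100% = DMSO alone without agonist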
TAAR1 agonist = human TAAR1 agonism; activation, % at 3 µM; AID 624467; CHO RD-HGA16 TAAR1, Fluo-8 calcium fluorescence; vehicle wells 0%, saturating PEA agonist 100%; hit rate 0.99% among 360,000; Q96RJ0;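 active = activation above the mean activation of all test compounds in the run plus 3 SD, cut at about 38% in these data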
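Test system: RD-HGA16 (CHO) cells co-expressing Gα16 and hTAAR1; dosing: one-point dosing at 3 µM (nominal); timing: 17-24 h seeding, 75 min 37 °C dye, 30 min RT; signal: kinetic Fluo-8 calcium fluorescence; read-out basis: % activation relative to PEA EC100 response; controls: DMSO and PEA EC100; replicates: n 1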
Numbers without * were called inactive; . = no result given.

SMILES	M1 PAM	CHRM1 agonist	CHO-K1 Ca ag	CHO-K1 Ca antag	M1 PAM parental	TAAR1 antag	CHO parental Ca	CHRM1 antagonist	TAAR1 agonist
O=C(NCC(c1cccs1)N1CCOCC1)c1ccc(Br)o1 (stereo not given)	4	-3	0.7	-7	13	0	-7	-9	11
CCCOc1ccc(-c2nn(-c3ccccc3)cc2/C=C2\SC(N)=NC2=O)cc1	12	-5	1.0	-10	15	3	0	-6	6
Cc1ccc(C)n1-c1nn(S(=O)(=O)c2ccccc2)c2cccc(F)c12	6	-2	1.6	-15	20	-13	-26	-2	2
Cc1cc(Cl)ccc1NC(=O)CCCN1C(=O)CCC1=O	9	-4	1.3	-16	23	17	-6	-8	11
CN(Cc1c(C(=O)N/N=C/c2cccs2)nnn1-c1nonc1N)c1ccccc1	2	2	4.7	-15	19	-14	-22	-6	34
Cc1ccc(C(=O)CCC(=O)N2CCN(c3ccccc3O)CC2)cc1	-1	-3	1.1	0	12	-7	-6	-2	-2
CCN(CC)C(=O)C1=C(C)NC(=S)NC1c1ccc(C)s1 (stereo not given)	12	-6	0.1	-12	16	-4	-7	-2	4
CN(C)C(=O)CN(c1ccc(F)c(Cl)c1)S(C)(=O)=O	10	12	0.1	-8	7	-9	4	-10	1
COc1cc(C)c(C#N)c(OC)n1	5	-2	0.2	-4	2	-3	-5	-23	10
C/C(CC(C)(C)c1ccccc1)=N\NS(=O)(=O)c1ccccc1	13	-7	1.3	-6	20	-2	2	-14	1
CC(C)(C)C(=O)COC(=O)c1cc2ccccc2cc1O	-9	-2	0.1	16	0	2	-19	19	6
COc1cccc(C(=O)Nc2nnc(Cc3ccc(OC)c(OC)c3)s2)c1	8	-1	0.7	-14	20	-9	-15	-12	4
O=C(COC(=O)c1ccc(F)cc1F)NC(=O)Nc1ccc2c(c1)OCCO2	-1	-6	0.7	-18	4	9	-14	-5	8
COc1cc(/C=N/NC(=O)COc2ccccc2C)ccc1OC(=O)c1cccs1	9	-4	0.8	-11	29	2	-10	-7	4
Cc1cc(N2CCOCC2)n2nc(C)c(-c3ccccc3Cl)c2n1	-4	-3	0.3	11	3	-9	.	-3	7
CCC1(c2ccc(F)cc2)NC(=O)N(CC(=O)N2c3ccccc3NC(=O)CC2C)C1=O (stereo not given)	10	-1	-0.5	9	-13	9	-6	-6	-1
COC(=O)c1ccc(N(CC(=O)NC2CCCC2)C(=O)CNC(=O)c2cccs2)cc1	1	-4	0.7	-20	16	1	1	-12	-2
COCCSc1nnc(NC(=O)C2CC(=O)N(c3ccc(C)cc3)C2)s1 (stereo not given)	9	0	-0.5	-8	12	10	-4	-3	7
O=C(Nc1nnc(/N=C/c2ccco2)s1)c1ccc(F)cc1	10	2	-0.1	-7	-6	6	-3	-14	8
COC(=O)c1ccc(CNC(=O)C2CCC(=O)N(CCc3ccccc3)C2)cc1 (stereo not given)	8	-2	0.9	-7	12	-7	.	-11	4
COc1ccc(NC(=O)COC(=O)c2ccc(OCc3c(C)noc3C)cc2)cc1OC	-8	1	2.3	3	1	10	-18	7	11
Cc1cc(=O)oc2cc(OCC(=O)OCC(=O)N(CCC#N)c3ccccc3)ccc12	4	-5	3.0	-9	5	-15	-15	-2	3
COCCCNc1ncnc2c1nc1n2CCCC1	7	-4	-0.6	-3	4	-6	.	-9	5
COc1ccc(CNC(=O)N2CCN(c3cccc(Cl)c3)CC2)cc1OC	-8	0	9.9	8	-26	-10	17	7	7
C/C(=N\NC(=O)CN1CCN(c2ccc(F)cc2)CC1)c1ccco1	-1	-4	2.6	-2	16	-16	-4	-13	0

As a working copy, some entries already given.
SMILES	M1 PAM	CHRM1 agonist	CHO-K1 Ca ag	CHO-K1 Ca antag	M1 PAM parental	TAAR1 antag	CHO parental Ca	CHRM1 antagonist	TAAR1 agonist
COc1cc(C)c(C#N)c(OC)n1	5	-2	0.2	-4	2	-3	-5	-23	10
C/C(CC(C)(C)c1ccccc1)=N\NS(=O)(=O)c1ccccc1	13	-7	1.3	-6	20	-2	2	-14	1
CC(C)(C)C(=O)COC(=O)c1cc2ccccc2cc1O	-9	-2	0.1	16	0	2	-19	19	6
COc1cccc(C(=O)Nc2nnc(Cc3ccc(OC)c(OC)c3)s2)c1	8	-1	0.7	-14	20	-9	-15	-12	4
O=C(COC(=O)c1ccc(F)cc1F)NC(=O)Nc1ccc2c(c1)OCCO2	-1	-6	0.7	-18	4	9	-14	-5	8
COc1cc(/C=N/NC(=O)COc2ccccc2C)ccc1OC(=O)c1cccs1	9	-4	0.8	-11	29	2	-10	-7	4
Cc1cc(N2CCOCC2)n2nc(C)c(-c3ccccc3Cl)c2n1	-4	-3	0.3	11	3	-9	.	-3	7
CCC1(c2ccc(F)cc2)NC(=O)N(CC(=O)N2c3ccccc3NC(=O)CC2C)C1=O (stereo not given)	10	-1	-0.5	9	-13	9	-6	-6	-1
COC(=O)c1ccc(N(CC(=O)NC2CCCC2)C(=O)CNC(=O)c2cccs2)cc1	1	-4	0.7	-20	16	1	1	-12	-2
COCCSc1nnc(NC(=O)C2CC(=O)N(c3ccc(C)cc3)C2)s1 (stereo not given)	9	0	-0.5	-8	12	10	-4	-3	7
O=C(Nc1nnc(/N=C/c2ccco2)s1)c1ccc(F)cc1	10	2	-0.1	-7	-6	6	-3	-14	8
COC(=O)c1ccc(CNC(=O)C2CCC(=O)N(CCc3ccccc3)C2)cc1 (stereo not given)	8	-2	0.9	-7	12	-7	.	-11	4
COc1ccc(NC(=O)COC(=O)c2ccc(OCc3c(C)noc3C)cc2)cc1OC	-8	1	2.3	3	1	10	-18	7	11
Cc1cc(=O)oc2cc(OCC(=O)OCC(=O)N(CCC#N)c3ccccc3)ccc12	4	-5	3.0	-9	5	-15	-15	-2	3
COCCCNc1ncnc2c1nc1n2CCCC1	7	-4	-0.6	-3	4	-6	.	-9	5
COc1ccc(CNC(=O)N2CCN(c3cccc(Cl)c3)CC2)cc1OC	-8	0	9.9	8	-26	-10	17	7	7
C/C(=N\NC(=O)CN1CCN(c2ccc(F)cc2)CC1)c1ccco1	-1	-4	2.6	-2	16	-16	-4	-13	0

The list goes on:
SMILES	M1 PAM	CHRM1 agonist	CHO-K1 Ca ag	CHO-K1 Ca antag	M1 PAM parental	TAAR1 antag	CHO parental Ca	CHRM1 antagonist	TAAR1 agonist
Cc1ccc(-c2nc3ccccc3s2)cc1NC(=O)c1ccc2c(c1)OCO2	5	-2	0.1	-6	-7	32	0	6	-3
COc1cc(OC)cc(-c2c(C#Cc3ccsc3)c3cc(-c4ccc5c(c4)OCO5)ccc3n2C)c1	6	-2	0.1	1	-17	8	-2	-2	2
O=[N+]([O-])c1ccc(Sc2ccncn2)c([N+](=O)[O-])c1	3	-7	1.4	2	11	-4	.	-4	0
CC1=CC(C)(C)n2c(O)c(N=NC(N)=S)c3cccc1c32	-3	-10	0.0	4	5	3	-5	5	1
O=[N+]([O-])c1cc(S(=O)(=O)N2CCOCC2)ccc1OCc1cccc(Cl)c1	-2	-3	0.1	-10	-1	35	-18	3	1
Cc1ccc(/C=N\NC(=O)c2cc([N+](=O)[O-])cc([N+](=O)[O-])c2)o1	-10	-6	1.5	-3	7	-8	-10	12	4
COc1ccc(C(CNC(=O)c2cccc(S(=O)(=O)N3CCOCC3)c2)N2CCCC2)cc1 (stereo not given)	-4	-8	-0.6	9	-3	-7	-18	5	1
COc1cc2c(cc1OC)C(C(=O)Nc1ccccc1N1CCN(C)CC1)C1c3ccccc3CCN1C2=O (stereo not given)	10	-7	0.2	-5	3	-13	1	-8	2
COc1ccc(Br)cc1S(=O)(=O)N1CC(C)OC(C)C1 (stereo not given)	6	-2	-0.4	0	0	-18	-12	-6	1
O=C(Nc1ccc(CCC(=O)N2CCCC2)cc1)c1ncn[nH]1	8	-2	0.3	-9	19	-9	-8	-9	10
Cc1ccc(NC(=O)CCNC(=O)c2ccc([N+](=O)[O-])cc2)cc1S(=O)(=O)N(C)C	8	0	-1.0	9	10	-8	-5	0	5
CCc1cc2c3c(c1)C(C)CC(C)(C)N3C(=O)C2=O (stereo not given)	4	-9	-0.9	-1	15	-8	-11	1	0
COc1cccc(-c2nnc3sc(-c4ccccn4)nn23)c1	1	-4	0.2	-1	-5	14	-25	0	11
CN1C(=O)[C@@H]2[C@@H]3C[C@@H]([C@H]4ON=C(c5ccc(Cl)cc5)[C@@H]34)[C@@H]2C1=O	11	-4	4.8	-9	17	-5	-11	-5	2
O=C(NN1C(=O)C2C3C=CC(C3)C2C1=O)c1ccco1 (stereo not given)	1	-5	-0.1	-9	18	-21	0	-4	4
Cc1ccc(CN2CCN(Cc3ccccn3)CC2CCO)cc1 (stereo not given)	-3	-10	2.5	-9	24	-11	-8	-4	5
COc1ccc(/C=C(\C#N)C(=O)OCC(=O)NCc2ccccc2Cl)cc1	-1	-7	1.1	4	12	-1	-13	-1	-1
CS(=O)(=O)N(CC(=O)N1CCCCCC1)c1cc(Cl)ccc1Cl	-7	-10	0.3	23	-6	-28	1	4	5
CC(C)(C)CN1CCNC[C@H]1Cc1cccc2ccccc12	7	-3	0.5	-14	12	16	-14	-2	5
Cc1cc([N+](=O)[O-])nn1CC(=O)N/N=C/c1ccc(O)cc1O	4	-5	0.3	-2	-4	-1	-6	0	9
O=C1CN(S(=O)(=O)c2cc(C(F)(F)F)ccc2Cl)CCN1	30*	8	-0.1	-12	12	-16	-2	6	5
COc1ccc(Br)cc1CNC(=O)C1CCCN(S(=O)(=O)N2CCC(C)CC2)C1 (stereo not given)	-4	-6	2.9	-6	-11	19	.	-1	0
O=C(/C=C/c1cccc(F)c1)N1CCc2ccccc21	2	-11	-0.5	-1	8	-5	-12	-9	-2
Nc1c(-c2cccc(Cl)c2)cnc2c(-c3ccccc3)cnn12	4	-4	0.3	-9	5	0	-11	-5	-2
CC(C)(C)c1cc(N)n2nc(C(C)(C)C)cc2n1	-1	-16	0.5	-11	-9	-19	-19	-3	5
CC(C)C(c1nnnn1Cc1ccc(F)cc1)N1CCN(C2CCCC2)CC1 (stereo not given)	-1	-5	0.3	-10	-7	-19	2	8	1
CC1=N/C(=C\c2ccc([N+](=O)[O-])cc2)C(=O)N1c1cc(Cl)ccc1C	1	-5	3.0	-14	26	-28	-10	3	2

Rows are unselected, and some 4.4% of all compounds hit somewhere here.
